# Screens deposited in PubChem BioAssay by several laboratories.
# m5-HT2A agonist: mouse HTR2A agonism via beta-arrestin recruitment; 0.66% of 360,000 active; CHO-K1 mHTR2A beta-arrestin complementation, luminescence; percent of 30 µM serotonin response; activation, % at 7.6 µM; P35363;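 active = activation above a run cutoff, the mean activation of all tested compounds plus 3 SD, cut at about 14% in these data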;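 also: 0% = plate median of compound wells and 100% = 30 µM serotonin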
# MC4R barr agon: agonists of human melanocortin 4 receptor (MC4R) beta-arrestin. P32245. U2OS MC4R beta-arrestin complementation, luminescence; percent of melanotan II response, DMSO zero. activation, % at 8.9 µM. 0.98% of 360,000 active. AID 540308;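 active = activation above a per-plate cutoff, the mean activation of sample wells on that plate plus 3 SD, cut at about 8% in these data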
# Exocytosis inh: blocks lytic granule exocytosis. TALL-104 LAMP-1 surface exposure, flow cytometry; cells stimulated with thapsigargin and PMA. 0.66% of 360,000 active. AID 651702. inhibition, % at 10 µM;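 active = inhibition above about 55%, limit read from the data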
# aDG glyco act: alpha-DG glycosylation activation; 0.22% of 360,000 active; activation, % at 10 µM; Pro5-aDG cells, alpha-DG glycosylation AlphaScreen (IIH6); 0% Pro5, 100% B10-LARGE cell signal; AID 624168;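 active = activation of at least 8% versus controls, or a plate z-score of at least 8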;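 also: Pro5 are CHO cells carrying HIG-tagged alpha-DG that lacks glycosylation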
# MC4R antag cAMP: human MC4R antagonism in cAMP assay. 0.48% of 360,000 active. inhibition, % at 6.5 µM. P32245. MC4R-expressing cells, MTII-stimulated cAMP, LANCE TR-FRET;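 active = inhibition above its plate's cutoff, the mean of tested wells on that plate plus 3 SD, cut at about 29% in these data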;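 also: 0% = Melanotan II alone and 100% = Melanotan II plus saturating MCL0020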
#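 System: U2OS-MC4R stable cell line; Technique: Eu-cAMP/anti-cAMP TR-FRET, emission 671 nm; Repeats: single well per compound; Also added: Melanotan II; Dosing: one concentration, 6.5 µM nominal; Schedule: 30-min compound, 1-h challenge, 1-h detection, room temperature.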
# ABCB6 inh 2: blocks the human ABCB6 transporter | Q9NP58 | K562-ABCB6 porphyrin accumulation, flow cytometry, 1 h; hits give low values | fluorescence ratio to DMSO, % at 10 µM | 0.19% of 360,000 active;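 active = fluorescence ratio to DMSO below 75%, the collection mean minus 3 SD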;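 also: signal is porphyrin accumulated inside mitochondria; 100% equals median channel fluorescence of DMSO control wells; lower ratio means ABCB6 inhibition with less porphyrin fluorescence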
# Target sequence (Q9NP58 whole entry, looked up): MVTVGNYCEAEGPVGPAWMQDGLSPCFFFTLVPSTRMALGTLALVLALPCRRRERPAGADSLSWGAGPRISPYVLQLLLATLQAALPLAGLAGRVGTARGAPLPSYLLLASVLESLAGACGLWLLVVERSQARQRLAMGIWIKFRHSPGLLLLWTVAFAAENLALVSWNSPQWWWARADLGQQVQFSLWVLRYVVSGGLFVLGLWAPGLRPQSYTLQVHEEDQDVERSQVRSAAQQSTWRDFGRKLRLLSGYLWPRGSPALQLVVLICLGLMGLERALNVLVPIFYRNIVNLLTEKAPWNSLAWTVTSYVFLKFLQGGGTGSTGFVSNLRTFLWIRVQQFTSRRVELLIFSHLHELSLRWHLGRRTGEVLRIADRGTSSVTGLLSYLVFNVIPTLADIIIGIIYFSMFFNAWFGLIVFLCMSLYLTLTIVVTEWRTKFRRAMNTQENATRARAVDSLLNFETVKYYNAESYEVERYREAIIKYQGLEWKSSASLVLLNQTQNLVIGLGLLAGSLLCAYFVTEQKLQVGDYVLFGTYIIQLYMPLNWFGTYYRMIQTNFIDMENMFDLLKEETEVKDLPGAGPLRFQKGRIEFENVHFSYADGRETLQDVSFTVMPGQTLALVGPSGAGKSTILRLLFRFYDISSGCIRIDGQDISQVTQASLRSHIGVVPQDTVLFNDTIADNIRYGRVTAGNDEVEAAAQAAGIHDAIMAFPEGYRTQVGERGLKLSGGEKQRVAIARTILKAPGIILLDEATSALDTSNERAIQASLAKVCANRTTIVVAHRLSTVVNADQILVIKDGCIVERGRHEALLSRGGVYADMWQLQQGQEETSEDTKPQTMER
# iPSC survival up: increases survival of single human iPS cells; 0.044% of 360,000 active; hiPSC single-cell survival, ATPlite luminescence; 100% = ROCK inhibitor wells, 0% = DMSO; survival enhancement, % at 20 µM; in the data active = survival enhancement above about 18%;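 also: cells exposed to compounds for 16 hours before the ATP read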
# ABHD5-PLIN5 inh: blocks binding of human ABHD5 to perilipin-5; inhibition, % at 4 µM; 0.78% of 360,000 active; Split G. princeps luciferase complementation, luminescence, 4 h; Q00G26+Q8WTS1; AID 602281;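 active = inhibition above the mean inhibition across every tested compound plus 3 SD, cut at about 22% in these data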;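 also: 0% = DMSO only wells and the 100% control is not disclosed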
# H9c2 protect: modulators protecting cardiomyocytes from myocardial damage | AID 588492 | 0.63% of 360,000 active | protection from H2O2 cell death, % at 20 µM | H9c2 cardiomyocytes, H2O2 injury protection, ATPLite, 2 h;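 active = compounds giving at least 50% protection of heart cells from peroxide-induced death in the single-dose screen, raw or plate-pattern-corrected value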;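 also: 0% = DMSO wells with peroxide and 100% = DMSO wells without peroxide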
# N-glyco inh: N-linked glycosylation inhibition | reporter increase, % at 12.5 µM | 0.23% of 360,000 active | D54 ERlucT glycosylation luciferase reporter, 24 h; percent of 100 nM tunicamycin response;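 active = mean luciferase reporter signal, scaled so untreated is 0 and the glycosylation-blocking control 100, at or above a set limit in every replicate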;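 also: luciferase carries N-glycosylation sites so blocking glycosylation raises the light; 0% = median of neutral control wells and 100% = median of 100 nM tunicamycin wells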
# * marks the source's active call; other numbers are inactive results; / = not tested or not shown; & = joins results of further samples.
SMILES,m5-HT2A agonist,MC4R barr agon,Exocytosis inh,aDG glyco act,MC4R antag cAMP,ABCB6 inh 2,iPSC survival up,ABHD5-PLIN5 inh,H9c2 protect,N-glyco inh
CC1CCC(NC(=O)c2ccc(NC(=O)CC3SC(N4CCCC4)=NC3=O)cc2)CC1 (stereo not drawn),1,-3.7,-2,0.6,12,100,-0.4,-7,-5,1
COCCNS(=O)(=O)c1cc(OC)c(C)cc1C,-3,-1.6,-2,0.0,9,104,-0.2,-1,-1,1
CC1CCc2c(nc3ncnn3c2N2CC(C)OC(C)C2)C1 (stereo not drawn),4,-1.1,-3,0.0,12,90,-1.2,3,0,1
CCOC(=O)C(OC(=O)c1sc(=S)n(C)c1C)C(C)=O (stereo not drawn),-2,-2.2,4,-0.2,-2,100,-4.2,2,-4,3
COc1ccc(CCN(C)C(=O)c2ccc(OCC(=O)N3CCOCC3)c(OC)c2)cc1OC,-1,-4.2,-2,-0.3,-1,103,-0.2,-1,1,1
Cc1ccc(/C(O)=C2/C(=O)C(=O)N(Cc3ccco3)C2c2cccs2)cc1 (stereo not drawn),1,-0.6,0,0.2,1,98,-0.4,14,-7,1
O=C(O)CN1C(=O)C2C3C=CC(C3)C2C1=O (stereo not drawn),0,-0.5,-1,0.1,1,97,0.3,3,0,0
Cc1c(Cl)cccc1NC(=O)CCN1CCCCC1,0,0.2,3,0.5,0,94,2.1,0,3,-1
COCCNC(=O)CN(c1cccc(OC)c1)S(=O)(=O)c1ccc(C)cc1,1,-1.1,0,0.3,4,100,-1.0,9,-2,-2
CCc1ccc(C(CNc2nc(C(F)(F)F)nc3ccccc23)N(C)C)cc1 (stereo not drawn),3,3.5,9,0.2,8,97,0.5,-4,-20,-5
C[C@H]1CN([C@@H](C)CO)C(=O)c2cc(NS(=O)(=O)c3ccc(F)cc3)ccc2O[C@H]1CN(C)S(=O)(=O)c1cn(C)cn1,1,-1.9,-2,-0.2,0,97,-0.8,-8,10,1
O=[N+]([O-])c1ccc(N2CCN(CCO)CC2)c2ncccc12,1,-3.3,-1,-0.3,-1,99,-0.9,0,2,2
Cc1ccc(S(=O)(=O)N2CCN(c3ccc(N4CCOCC4)nn3)CC2)cc1[N+](=O)[O-],2,-1.2,1,-0.2,12,92,0.4,5,-3,1
O=C(CCCn1c(=O)oc2ccccc21)N1CCN(c2ccc(F)cc2)CC1,0,-1.4,-2,0.0,-1,95,0.9,-4,9,0
COc1ccccc1CC(=O)OC(C)C(=O)Nc1ccc(S(=O)(=O)N2CCCCC2)cc1 (stereo not drawn),-12,0.3,0,0.1,4,99,-1.0,0,-8,-3
COC(=O)c1cccc(NC(=O)CCCOc2ccccc2)c1,1,0.8,-2,0.1,12,97,0.9,2,5,1
COc1ccc([C@@H]2CC=C(C(=O)O)CN2S(=O)(=O)c2ccc(Cl)cc2)cc1,-2,-0.3,-2,-0.1,10,103,-2.8,-7,0,0
CCOCCn1c(=NC(=O)/C=C/c2ccccc2Cl)sc2cc(NC(C)=O)ccc21,-1,4.4,-2,0.3,-2,101,-0.2,9,9,-2
CCn1cc(/C=C(\NC(=O)c2ccc(OC)cc2)C(=O)NCCCn2ccnc2)c2ccccc21,3,-1.4,10,-0.5,3,99,2.6,0,0,1
COc1ccc(C2CC(c3c(-c4ccccc4)c4cc(Cl)ccc4[nH]c3=O)=NN2C(=O)CCC(=O)O)cc1 (stereo not drawn),-2,-1.8,-6,0.0,-1,99,0.8,5,9,-1
COc1c(Cl)cnn(-c2cccc(C)c2)c1=O,8,1.0,-10,0.1,19,107,-0.7,-3,3,0
COc1ccccc1C(=O)NNC(=O)C12CC3CC(CC(C3)C1)C2,5,-1.1,-2,-0.1,17,96,0.8,0,7,3
O=S(=O)(c1cccc(Cn2nnc(-c3ccccc3)n2)c1)N1CCOCC1,-9,-1.5,-4,0.6,9,94,-2.3,-6,-23,-4
CCN(CC)CCN(C(=O)/C=C/c1cccs1)c1nc2ccc(OC)cc2s1,4,-4.4,-1,-0.4,24,94,-0.5,-1,0,0
Cc1ccc(OCCn2c(NC(=O)c3ccco3)nc3ccccc32)cc1,0,-0.2,12,0.7,-4,99,0.0,5,24,2
Cn1cc([N+](=O)[O-])c(C(=O)N/N=C/c2ccc3c(c2)OCO3)n1,3,-1.5,1,-0.2,-8,100,-2.2,-2,-3,0
Cc1onc(NC(=O)c2ccc([N+](=O)[O-])o2)c1Br,0,-0.6,-4,0.6,-8,92,1.6,-8,14,11
COCCCn1c(SCC(=O)Nc2ccc(C(=O)OC)cc2)nc2ccccc2c1=O,3,-1.6,3,0.7,1,98,-0.2,-8,15,0
CC(=O)Nc1cccc(/C(C)=N/Nc2nc3ccccc3s2)c1,0,-2.8,-4,-0.2,12,90,-0.3,11,11,1
Cc1cc(=O)n2nc(N3CCCC(C(=O)N4CCN(c5ccccc5)CC4)C3)sc2n1 (stereo not drawn),0,-0.9,-1,0.1,6,107,-0.2,1,8,0
COc1ccc(NS(=O)(=O)c2ccc(NS(=O)(=O)c3cccs3)cc2)c(OC)c1,7,-1.3,9,-0.1,11,94,-0.6,0,-6,-1
Oc1ccc(/C=N/Nc2cccc3cccnc23)c(O)c1,-1,6.7,-2,-0.2,-9,100,-2.2,5,21,-7
CCN(CC)CCOC(=O)c1ccc(NC(=O)c2ccc(Cl)c(S(=O)(=O)N3CCCCCC3)c2)cc1,-1,3.5,30,0.9,8,101,-0.6,8,-12,-4
CCC(C)(C)n1nnnc1CN1CCN(C(c2ccccc2)c2ccccc2)CC1,7,3.2,0,2.5,0,95,-1.6,-6,30,-5
COc1ccc(-c2oc3ncn(CCN4CCOCC4)c(=N)c3c2-c2ccc(OC)cc2)cc1,-6,2.6,4,0.2,9,92,-1.8,2,-4,-14
COc1ccc(OC)c(NC(=O)CSc2nnc(Cc3cccn3C)n2-c2ccc(F)cc2)c1,1,-0.7,3,0.0,7,96,0.6,5,5,1
CCNC(=O)C1(C)CCN(C(=O)c2ccc(F)cc2Cl)C1 (stereo not drawn),4,-1.7,6,-0.3,4,99,0.5,3,1,3
Brc1ccc2[nH]c3nc(SCCN4CCOCC4)nnc3c2c1,0&-10,-0.3&-1.9,-1&-1,-0.3&-0.1,0&18,109&104,5.3&-2.1,9&2,-17&-10,-1&-4
COc1cc(Cl)c(C)cc1NC(=O)CSc1ccccc1,2,1.0,6,0.2,1,98,0.9,-1,-4,0
COc1ccc(/C(O)=C2\C(=O)C(=O)N(CC3CCCO3)C2c2cc(OC)ccc2OC)cc1 (stereo not drawn),-2,0.1,1,-0.1,-1,98,-2.0,-8,7,0
O=C(NCCN1CCOCC1)c1cccc(S(=O)(=O)Nc2ccc(F)cc2)c1,-3,-1.3,-1,0.1,7,99,1.0,-1,7,-1
COc1ccc(CCNc2nc3ccccc3n3cnnc23)cc1OC,4,-2.2,0,0.1,-33,96,0.7,-6,7,3
COc1ccc(N2C(=O)CC(NC3CCCCNC3=O)C2=O)cc1 (stereo not drawn),-3,1.3,-10,-0.1,1,96,6.0,5,9,1
CCc1ccccc1NC(=O)C1c2ccccc2Oc2ccccc21,-1,2.5,18,-0.5,-1,101,-2.5,-3,15,-2
CC(=O)Nc1ccc(S(=O)(=O)NCCc2ccccc2)cc1,2,-2.2,1,0.1,16,105,0.0,5,-3,0
CN1CSC2=C(C#N)C(c3cccc(OCc4ccccc4)c3)CC(=O)N2C1 (stereo not drawn),-1,-0.7,9,-0.3,-4,99,-2.1,-28,-14,0
N#C/C(=C\c1ccc([N+](=O)[O-])cc1)C(=O)NCCCn1ccnc1,-1,0.3,3,-0.1,8,92,1.5,-3,6,2
COc1ccc(C2NC(=O)CCC2[N+](=O)[O-])c(OC)c1OC (stereo not drawn),8,-0.7,9,-0.1,1,97,0.1,5,-4,2
CC(=C/C(=O)O)/C=C/c1ccco1,1,-0.2,-7,0.0,-1,95,-0.9,25*,11,1
Cc1ccc(S(=O)(=O)C(C#N)c2nc3ccccc3nc2OCCO)cc1 (stereo not drawn),9,0.8,-3,-0.2,5,106,3.7,1,-11,0
COC(=O)C(Cc1ccccc1)NC(=O)CNC(=O)c1ccc(Br)o1 (stereo not drawn),-2,-0.1,2,0.0,1,94,-0.4,-5,3,2
COc1ccc(CN2CCN(C(=O)c3cccnc3)CC2)cc1Br,2,-2.0,-13,-0.1,9,93,1.4,1,-2,2
COC(=O)CCC(=O)NNC(=O)Cc1ccccc1,3,-2.2,0,-0.3,4,104,0.5,-3,-2,1
COC(=O)c1c(-c2cc(C)ccc2C)csc1NC(=O)C1CC=CCC1C(=O)O (stereo not drawn),6,-0.8,-1,-0.3,17,106,3.5,0,-5,2
Cc1ccnc(N2CCN(C(=O)CSc3nc4ccccc4nc3N3CCCCC3)CC2)c1,-2,-1.2,0,0.1,-1,92,-0.1,6,10,-1
CC(=O)N1CCN(C(=O)CNC(=O)c2cccs2)CC1,6,0.8,-2,-0.2,1,100,-1.1,-2,0,2
CCCCn1nnnc1C(CCc1ccccc1)N1CCN(C/C=C/c2ccccc2)CC1 (stereo not drawn),-9,/,22,-0.3,/,95,-2.2,17,-1,-2
Nc1c(C(=O)O)cnc2c(-c3ccc(Cl)cc3)cnn12,-2,-3.5,2,-0.2,18,98,-0.2,-2,-8,-5
Cn1nnnc1SCC(=O)NC(=O)NCc1ccccc1,2,-2.1,0,-0.5,9,92,0.6,-5,4,1
O=C(CNC(=O)C(c1ccccc1)c1ccccc1)N/N=C\c1cccc(O)c1,3,-1.3,-4,-0.2,4,93,0.0,6,-1,2
# Remaining list, next part
SMILES,m5-HT2A agonist,MC4R barr agon,Exocytosis inh,aDG glyco act,MC4R antag cAMP,ABCB6 inh 2,iPSC survival up,ABHD5-PLIN5 inh,H9c2 protect,N-glyco inh
Fc1ccc(-c2nnc(CN3CCC(c4nc5ccccc5s4)CC3)o2)cc1,-2,-1.2,0,-0.1,7,94,-2.5,-2,-20,-2
CC1(C)OCC(C2CC(c3ccccc3)NS(=O)(=O)O2)O1 (stereo not drawn),-2,1.3,-1,0.1,1,97,-1.8,-2,4,-1
Cc1cccc(N=c2c([N+](=O)[O-])nn(-c3ccc(Cl)cc3)n2O)c1,4,-1.8,-1,0.0,19,108,-0.1,-3,7,1
CC1CCCC(C)N1CC(O)COc1c(F)cc(Br)cc1F (stereo not drawn),0,5.1,-1,0.5,10,96,-2.5,3,-3,0
CC(C)C(=O)Nc1cccc(-c2csc(-c3ccccc3)n2)c1,-6,-1.6,2,0.3,6,97,1.1,7,-7,4
COc1ccc(C)cc1NC(=O)CCCN1C(=O)NC(C)(C)C1=O,-2,-1.2,-2,0.0,3,98,-2.7,-1,10,1
